Compound activity as filed in PubChem BioAssay.
D2 antagonist – HTS Assay for Allosteric Antagonists of the Human D2 Dopamine Receptor: Primary Screen for Antagonists; D(2) dopamine receptor (Homo sapiens), P14416; HEK293 TREx D2 cells, calcium flux, dopamine EC80; inhibition, % at 10 µM; 340,000 compounds, 2% hits; in the data active means inhibition above about 30%; further: 0% is about no effect
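Calcium mobilization kinetics were recorded at 1 s intervals in tetracycline-induced HEK293 T-REx D2 cells, first for 180 s after compound addition and then 180 s after EC80 dopamine.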
mIDH1 inhibitor – qHTS for Inhibitors of mutant isocitrate dehydrogenase 1 (IDH1): qHTS; 390,000 compounds, 0.093% hits; IDH1-R132H enzyme, NADPH consumption, diaphorase/resazurin fluorescence; Potency, µM (series often up to 76.6 µM), for the others: top-dose activity change, negative = inhibition, actives largely listed as inhibitors; further: potency means the concentration at half of the fitted maximal effect; on the % scale 0 is the no-effect control and ±100 the full control effect; nearly all actives have a fitted effect of over 65% in size
Target sequence (O75874 whole entry R132H, stated change not applied): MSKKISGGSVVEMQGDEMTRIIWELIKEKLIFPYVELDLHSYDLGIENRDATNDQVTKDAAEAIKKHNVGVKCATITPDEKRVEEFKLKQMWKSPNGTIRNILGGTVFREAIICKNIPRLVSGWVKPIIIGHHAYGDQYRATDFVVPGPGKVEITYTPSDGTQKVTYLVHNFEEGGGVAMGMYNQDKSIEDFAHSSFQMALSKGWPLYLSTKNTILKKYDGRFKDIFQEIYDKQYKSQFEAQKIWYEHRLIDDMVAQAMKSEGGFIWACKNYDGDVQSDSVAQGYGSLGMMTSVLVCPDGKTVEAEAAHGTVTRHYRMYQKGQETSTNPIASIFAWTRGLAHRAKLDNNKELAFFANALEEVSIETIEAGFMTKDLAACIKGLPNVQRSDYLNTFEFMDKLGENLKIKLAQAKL
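IDH1-R132H (0.5 ug/mL dispensed) in pH 7.5 Tris buffer was preincubated 30 min with compound, then given a substrate mix of 0.016 mM NADPH and 2 mM alpha-KG for 80 min at room temperature; remaining NADPH was read by diaphorase/resazurin fluorescence.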
TrxR1 substrate – qHTS Assay for Substrates of Mammalian Selenoprotein Thioredoxin Reductase 1 (TrxR1): qHTS. Thioredoxin reductase 1, cytoplasmic (Rattus norvegicus), O89049. purified TrxR1 substrate turnover, NADPH consumption readout. Potency, µM (series often up to 114 µM), without a hit: at the highest dose activity change, negative = substrate turnover. 390,000 compounds, 0.01% hits. AID 588456, 2011; further: potency means the concentration at half of the fitted maximal effect; on the % scale 0 is the no-effect control and ±100 the full control effect; nearly all actives have a fitted effect of over 50% in size
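Rat TrxR1, dispensed at 90 nM, was prereduced with 400 uM NADPH (final) for 5 min at ~22 deg C, then incubated with compound 15 min before 400 uM selenite. A first-read NADPH fluorescence drop versus no-compound background flagged substrates.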
rTrxR1 inhibitor – qHTS Assay for Inhibitors of Mammalian Selenoprotein Thioredoxin Reductase 1 (TrxR1): qHTS; Thioredoxin reductase 1, cytoplasmic (Rattus norvegicus), O89049; recombinant rTrxR1, NADPH fluorescence consumption, selenite substrate; Potency, µM (doses to about 114 µM), for the others: at the top dose activity change, negative = inhibition, actives largely listed as inhibitors; 390,000 compounds, 1% hits; AID 588453, 2011; further: potency means the concentration at half of the fitted maximal effect; on the % scale 0 is the no-effect control and ±100 the full control effect; nearly all actives have a fitted effect of over 65% in size
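Rat TrxR1 (90 nM in the dispensed reagent) was pre-reduced with 400 uM NADPH for 5 min at room temperature, then incubated with compound for 15 min. After 400 uM selenite was added, NADPH fluorescence (Ex 340/Em 450 nm) was followed for 8 min.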
D2 ag – HTS Assay for Allosteric Agonists of the Human D2 Dopamine Receptor: Primary Screen for Agonists; D(2) dopamine receptor (Homo sapiens), P14416; HEK293 T-REx D2 cells, calcium flux agonist mode; activation, % at 2 µM; 340,000 compounds, 0.53% hits; AID 485358, 2010;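 active means activation over 3 SD above normal in the single-dose calcium agonist read, cut at about 30% in these data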; further: 0% is about no effect
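Tetracycline-induced HEK293 Trex cells with D2 receptor force-coupled to calcium signaling, plated overnight at 30 C and loaded with no-wash calcium dye. Calcium flux read kinetically for 180 s after compound addition; responses flag agonists.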
TRHR enhancer – qHTS for Small Molecule Agonists and Allosteric Enhancers of Human TRH Receptor: Primary Screen for Enhancers; Thyrotropin-releasing hormone receptor (Homo sapiens), P34981; TRHR cells, fluo-8 calcium fluorescence, EC20 TRH enhancement; enhancement, % at 2 µM; 360,000 compounds, 0.66% hits; AID 493056, 2011; in the data active means enhancement above about 30%; further: 0% is about no effect
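TRHR-expressing cells loaded with fluo-8 calcium dye were read kinetically (ex 480/em 530) during compound addition, then stimulated with an EC20 of TRH (10 nM final). Enhancement of the Gq-mediated intracellular calcium response was scored.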
TRHR agonist – qHTS for Small Molecule Agonists and Allosteric Enhancers of Human TRH Receptor: Primary Screen for Agonists | TRHR cells, calcium flux fluo-8, FDSS agonist mode | 360,000 compounds, 0.18% hits | activation, % at 2 µM | AID 493084, 2011; in the data active means activation above about 30%; further: 0% is about no effect
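TRHR-expressing cells loaded with fluo-8 calcium dye; 23 nL library compound pin-transferred, kinetic FDSS fluorescence (Ex 480/Em 530) recorded about 180 s for agonist-induced calcium release, before a 10 nM TRH EC20 addition for potentiator mode.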
PI4K2A block – qHTS for small molecular inhibitors of PI4K2A. activity change, negative = inhibition, % at 76.9 µM. purified PI4K2A, ADP-Glo luminescence, 1 h; stronger effect = lower value. AID 1346378, 2018. 420,000 compounds, 0.13% hits; in the data active means activity change below about -50%; inconclusive means mostly about -30% to -49%;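 further: -100% = wells without enzyme as full effect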
Target sequence (Q9BTU6 whole entry, looked up): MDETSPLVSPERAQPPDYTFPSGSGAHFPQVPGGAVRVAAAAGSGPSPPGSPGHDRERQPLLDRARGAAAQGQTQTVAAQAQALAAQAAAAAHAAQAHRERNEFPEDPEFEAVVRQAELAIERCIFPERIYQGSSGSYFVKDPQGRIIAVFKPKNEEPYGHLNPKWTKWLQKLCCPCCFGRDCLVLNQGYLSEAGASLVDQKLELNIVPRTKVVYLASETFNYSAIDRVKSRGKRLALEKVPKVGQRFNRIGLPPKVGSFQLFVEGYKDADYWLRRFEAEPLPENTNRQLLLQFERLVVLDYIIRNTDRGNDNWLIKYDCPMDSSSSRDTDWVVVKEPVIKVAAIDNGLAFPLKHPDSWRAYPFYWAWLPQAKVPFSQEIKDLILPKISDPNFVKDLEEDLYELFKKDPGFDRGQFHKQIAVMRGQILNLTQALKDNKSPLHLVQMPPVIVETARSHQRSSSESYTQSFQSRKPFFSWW
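ADP-Glo luminescence measured ADP generated by PI4K2A enzyme (4 ug/mL before mixing) with 1.2 mM PI substrate (pre-mix) and 300 microM ATP (pre-mix). Tris pH7.5 buffer with MgCl2, Triton X-100; 1 h reaction at ambient temperature.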
USP1-UAF1 inh – Inhibitors of USP1/UAF1: Primary Screen | recombinant USP1/UAF1, Ub-Rhodamine cleavage fluorescence | Potency, µM (titrated, usually from 57.1 µM), for the others: at the top dose activity change, negative = inhibition, hits mostly inhibitors | Ubiquitin carboxyl-terminal hydrolase 1 (Homo sapiens), O94782 | 390,000 compounds, 0.23% hits; further: potency means the concentration at half of the fitted maximal effect; on the % scale 0 is the no-effect control and ±100 the full control effect; nearly all actives have a fitted effect of over 60% in size; inactives centre near -12
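USP1/UAF1 complex (1 nM) preincubated 15 min at room temperature with compound, then Ub-Rho substrate (150 nM final) added. Kinetic fluorescence at 480/540 nm over 6 reads at 60 s intervals; 50 mM HEPES pH 7.8, 0.5 mM EDTA, 0.1 mg/ml BSA, 1 mM TCEP, 0.01% Tween-20.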
* hit, by the source's call; u = inconclusive; x = no result given; & = joins results of further samples; [ ] = remark or other dose. Unless noted, the call rests on the fitted dose curve; in most records, active means well fitted inhibition curve with a large enough effect; inconclusive means small, poorly fitted or top-dose-only effect; inactive means no such curve, though single readings can be large or run the other way. Rows were taken by chance; about 3.9% have a hit in one of these screens.

Each structure is followed by: mIDH1 inhibitor	rTrxR1 inhibitor	D2 ag	D2 antagonist	TRHR agonist	PI4K2A block	USP1-UAF1 inh	TRHR enhancer	TrxR1 substrate
[1] COc1ccc(-c2nnc(NC(=O)c3ccc([N+](=O)[O-])o3)o2)c(OC)c1
→ 9%	u	-0.9	0	-0.1	-4	-5%	1	-15%
[2] Cc1noc2ncnc(Sc3c(Cl)cccc3Cl)c12
→ 18%	-11%[57.1 µM]	-0.2	17	-0.5	-12	1%	0	-3%[57.1 µM]
[3] CC1=CC(C)[C@H](/C=N/n2c(=O)[nH]c3c([nH]c4ccc(Br)cc43)c2=O)C(C)C1 (stereo not given in full)
→ 4%	3%[57.1 µM]	x	x	-0.7	5	6%	-3	7%[57.1 µM]
[4] CCC(=O)N1CCc2cc(S(=O)(=O)NCCC(=O)Nc3cccc(SC)c3)ccc21
→ 10%	-2%	-0.2	x	-0.5	3	-5%	-4	-5%
[5] CC(C)c1ccc(/C=N/N2CCCCC2)cc1
→ 11%	6%[57.1 µM]	0.1	-2	0.6	-8	-1%	-3	3%[57.1 µM]
[6] C[C@@H]1C[C@H]2[C@@H]3C[C@H](F)C4=CC(=O)C=C[C@]4(C)[C@@]3(Cl)[C@@H](O)C[C@]2(C)[C@H]1C(=O)COC(=O)C(C)(C)C
→ -2%	26%	0.7	-2	0.7	-1	-25%	7	8%
[7] CCOC(=O)c1cc(C(=O)NN)c(C)nc1C
→ 1%	-12%	x	x	-0.6	8	-12%	2	6%
[8] Cc1ccc(N=C2SC(C(=O)Nc3ccc(OC(F)(F)F)cc3)C(N)=C2C(=O)Nc2c(C)cc(C)cc2C)cc1 (stereo not given)
→ -5%	4%[57.1 µM]	1.8	4	-0.5	190	-24%	-3	-4%[57.1 µM]
[9] O=C(O)CCCN1C(=O)C2C3CC(C2C1=O)C1C(c2ccccc2)c2sc(=O)[nH]c2SC31 (stereo not given)
→ -3%	13%	0.2	2	-0.2	-3	-18%	-1	4%
[10] O=C1CCc2cc(S(=O)(=O)NC(C(=O)N3CCN(c4ccccn4)CC3)c3ccccc3)ccc2N1 (stereo not given)
→ -5%	15%	0.1	-7	-3.5	4	-9%	2	7%
[11] CC1=C(C(=O)Nc2ccc(C(=O)NCCC(C)C)cc2)SCCO1
→ -1%	11%	-0.1	-5	-1.0	5	-18%	8	2%
[12] COc1cccc(OC)c1C(=O)Nc1c(C(=O)N2CCN(c3ccccn3)CC2)oc2ccccc12
→ 5%	33%	-0.2	1	-1.7	-2	u	-3	6%
[13] COc1cc2c(cc1NC(=S)Nc1cccc(C(F)(F)F)c1)oc1ccccc12
→ 1%	3%[57.1 µM]	0.1	0	-0.3	4	u	8	30%
[14] NC1=NC(c2cccc(O)c2)n2c(nc3ccccc32)N1 (stereo not given)
→ 2%	13%	0.1	13	0.7	-4	u	9	-2%
[15] CCOC(=O)N1CCN(Cc2nc3c(c(=O)n(C)c(=O)n3C)n2Cc2cc(C)ccc2C)CC1
→ x	x	-1.6	-14	-0.8	x	x	10	x
[16] COC(=O)c1cc(S(=O)(=O)NCC2CCN(Cc3ccc(C)cc3)CC2)c[nH]1
→ 13%&0%	36%	0.4&0.2	-1	0.2&-0.3	-10&-2	-24%&1%	5&-10	9%
[17] COc1ccc(C(=O)NCCSc2ccc(C)cc2)cc1
→ 3%	3%	-0.7	-1	-1.0	3	-21%	7	-1%
[18] COc1cc2c(cc1OC)C(c1cc(OC)c(OC)c(OC)c1)C1(O)C(=O)OCC1(O)C2 (stereo not given)
→ -7%	-12%[57.1 µM]	x	x	x	-4	-7%	x	2%[2.29 µM]
[19] Cc1cccc2c(=O)c(C(=O)NCCc3ccccc3)c[nH]c12
→ -3%	14%[57.1 µM]	5.6	9	0.1	-1	-8%	2	-4%
[20] O=C(NCc1ccccc1)C(=O)NCC(c1cccnc1)N1CCN(c2ccccc2)CC1 (stereo not given)
→ 29%	2%	1.2	x	0.6	1	-10%	-2	-6%
[21] Cc1ccc(NC(=O)Cn2cc3c(n2)CCC(C)C3)cc1 (stereo not given)
→ -3%	-15%[57.1 µM]	-0.5	15	0.1	-1	1%	-1	3%[57.1 µM]
[22] CCN(CC)c1ccc(NC(=O)c2cc3ccccc3o2)c(C)c1
→ 4%	11%	1.4	-17	0.4	1	-5%	-10	11%[57.1 µM]
[23] CN(Cc1ccccc1)C(=O)COC(=O)C1CCN(S(=O)(=O)c2ccc3c(c2)OCCO3)CC1
→ 1%	-6%	1.1	-4	-0.3	-3	-4%	-3	-7%
[24] COc1ccc(S(=O)(=O)N2CCC(C(=O)N3CCc4ccccc4C3)CC2)cc1Cl
→ -1%	17%	0.8	-6	0.0	1	u	-4	-6%
[25] COc1ccccc1NC(=O)C(=O)NCC1COc2ccccc2O1 (stereo not given)
→ -1%	7%	-0.4	-10	0.8	0	-17%	-4	9%[57.1 µM]
[26] C=CCn1c(C)csc1=Nc1ccccc1C
→ 17%	3%[57.1 µM]	-0.7	5	-0.6	-7	-5%	-5	-7%
[27] Cc1noc(C)c1CN1C(=O)c2cccc([N+](=O)[O-])c2C1=O
→ 4%	-12%	0.2	8	0.2	3	-9%	4	-2%
[28] CCn1c(=O)cc(SCC(=O)Nc2cc(Cl)ccc2OC)c2ccccc21
→ 0%	41%	-0.2	x	0.1	2	-26%	7	13%
[29] COc1ccc(NC(=O)C2CCCCN2CC(=O)OCc2ccccc2)cc1OC (stereo not given)
→ 1%	-5%[57.1 µM]	-0.3	2	0.1	0	8%	1	-2%
[30] Cc1ccc(NC(=O)Cn2cnc3c(oc4nc5c(cc43)COC(C)(C)C5)c2=O)cc1
→ 5%	12%	-0.4	0	-0.2	-12	-11%	-1	9%
[31] O=C(Nc1ccc(C(=O)N2CCCCC2)cc1)C1CCC1
→ -1%[38.3 µM]	21%	x	x	x	-5	-15%	x	2%
[32] O=P(c1ccccc1)(c1ccccc1)C(O)c1ccccn1 (stereo not given)
→ 3%	23%	-1.2	-8	0.2	-3	-3%	4	-1%
[33] O=C(CCc1ccc(S(=O)(=O)NC2CCCCC2)cc1)NCc1ccccc1
→ 8%	23%[57.1 µM]	0.4	-9	0.0	-2	-21%	-4	-6%[57.1 µM]
[34] Cc1sc(C2C(C#N)=C(N)N(c3cccc(Cl)c3)C3=C2C(=O)CCC3)cc1CN1CCOCC1 (stereo not given)
→ -14%	u	0.5	x	0.4	-7	-24%	-3	-3%[11.4 µM]
[35] N#Cc1ccc(N/N=C/c2ccccc2)c([N+](=O)[O-])c1
→ 3%	14%[57.1 µM]	-0.4	-3	0.3	1	-8%	1	-10%
[36] COc1ccc([N+](=O)[O-])c(OC)c1C(=O)NC(=O)Nc1nc(C)nc(C)n1
→ 2%	15%	0.5	-8	0.4	-4	-15%	5	-3%
[37] COc1ccc(-c2cc(C(F)(F)F)c(C#N)c(SCC(=O)O)n2)cc1
→ 3%	17%[57.1 µM]	1.2	-23	0.6	-16	-6%	15	26%[57.1 µM]
[38] O=C(Nc1ccc(S(=O)(=O)NCc2ccccc2)cc1)C1CCCCC1
→ -2%	7%	1.2	1	-0.8	-1	-5%	2	-2%
[39] COc1ccccc1N1CCN(c2ncc3c(n2)CCN(Cc2ccccc2C)C3)CC1
→ -7%	10%[57.1 µM]	2.1	x	0.6	-2	-13%	-4	3%[57.1 µM]
[40] Cc1cccc(OC(=O)c2cc(-c3ccc(Cl)cc3)on2)c1C
→ 1%	37%[activator]	-1.6	x	-0.6	-6	u	-1	7%
[41] Cc1c(C(=O)Nc2ccc(N3CCOCC3)cc2)oc2ccccc12
→ 9%	-15%	0.5	15	-0.9	-7	-9%	-1	-14%
[42] Cc1nc2ccn(Cc3cccnc3)c(=O)c2cc1C(=O)N1CCN(c2ccccc2)CC1
→ -13%	17%[57.1 µM]	0.6	x	-0.1	-1	-12%	8	5%[57.1 µM]
[43] Cc1ccnc(NC(=O)CCC(=O)N(CC(=O)NC2CCCCC2)c2ccc3c(c2)OCO3)c1
→ 2%	3%[57.1 µM]	0.2	-4	-0.6	-4	0%	7	4%[57.1 µM]

Profiles, looked up by structure. Values in the order: mIDH1 inhibitor, rTrxR1 inhibitor, D2 ag, D2 antagonist, TRHR agonist, PI4K2A block, USP1-UAF1 inh, TRHR enhancer, TrxR1 substrate
`O=C(Nc1ccc(S(=O)(=O)NCc2ccccc2)cc1)C1CCCCC1` reads -2%, 7%, 1.2, 1, -0.8, -1, -5%, 2, -2%
`Cc1nc2ccn(Cc3cccnc3)c(=O)c2cc1C(=O)N1CCN(c2ccccc2)CC1` reads -13%, 17%[57.1 µM], 0.6, x, -0.1, -1, -12%, 8, 5%[57.1 µM]
